OX1R antag = OX1R (human) antagonism. OX1R-expressing cells, FRET antagonist read-out. inhibition, % at 6.6 µM. actives 1.8% (n = 330,000); in the data active = inhibition mostly above about 38%, no sharp cut-off; inactive = mostly below about 40%;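 also: 0% = agonist challenge alone and 100% = reference antagonist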
KCNQ2 block = KCNQ2 potassium channel inhibitors, primary screen, cell-based, CHO-K1, FluxOR thallium flux, B-score (AID 2156); O88943; B-score at 10 µM; actives 1.1% (n = 310,000); 20 min; hits give low values;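 active = fluorescence ratio B-score at most minus 3 library SDs, with starting brightness B-score within 2 library SDs, cut at about -5.5 in these data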
Target sequence (O88943 whole entry, looked up): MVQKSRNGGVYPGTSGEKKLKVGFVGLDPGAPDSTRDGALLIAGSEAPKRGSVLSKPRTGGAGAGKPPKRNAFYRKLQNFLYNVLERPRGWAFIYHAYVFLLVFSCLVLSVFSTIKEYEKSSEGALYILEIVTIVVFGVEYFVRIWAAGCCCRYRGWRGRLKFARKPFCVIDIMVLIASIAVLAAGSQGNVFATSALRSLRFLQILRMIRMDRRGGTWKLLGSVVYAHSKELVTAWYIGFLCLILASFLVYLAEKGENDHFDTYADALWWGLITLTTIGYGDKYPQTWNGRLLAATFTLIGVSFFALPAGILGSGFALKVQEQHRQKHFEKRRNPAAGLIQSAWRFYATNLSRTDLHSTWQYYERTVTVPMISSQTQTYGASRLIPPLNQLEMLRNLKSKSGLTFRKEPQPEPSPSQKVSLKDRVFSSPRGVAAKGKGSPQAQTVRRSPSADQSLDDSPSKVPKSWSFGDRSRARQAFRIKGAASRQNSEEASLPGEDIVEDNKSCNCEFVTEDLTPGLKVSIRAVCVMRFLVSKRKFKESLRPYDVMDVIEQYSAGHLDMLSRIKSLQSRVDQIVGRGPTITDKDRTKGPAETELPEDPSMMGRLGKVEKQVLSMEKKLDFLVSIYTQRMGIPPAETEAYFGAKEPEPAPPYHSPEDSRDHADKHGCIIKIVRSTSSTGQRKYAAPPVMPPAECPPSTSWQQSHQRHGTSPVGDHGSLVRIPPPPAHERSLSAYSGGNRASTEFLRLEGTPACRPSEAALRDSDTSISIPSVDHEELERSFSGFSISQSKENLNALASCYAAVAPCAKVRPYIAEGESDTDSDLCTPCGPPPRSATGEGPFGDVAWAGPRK
STK33 kinase inh = human STK33 kinase inhibition; Q9BYT3; purified STK33, MBP phosphorylation, ADP-Glo luminescence; inhibition, % at 10 µM; actives 0.073% (n = 320,000); AID 2661;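 active = inhibition at or above 25%, using the most active replicate where run in duplicate; inactive = inhibition below 25%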
* marks the source's active call; other numbers are inactive results; i = inactive; · = not tested or not shown.

Sequence of screens: STK33 kinase inh | KCNQ2 block | OX1R antag
c1ccc(Cn2nnnc2C(c2cccnc2)N2CCN(c3ccccc3)CC2)cc1 (stereo not given)
  -1.8 | i | 11
O=C(/C=C/c1ccco1)Oc1ccc(C(=S)N2CCOCC2)cc1
  -0.1 | i | 34
O=C(Nc1ccc(Cc2ccncc2)cc1)C1CCC(N2C(=O)C3C4C=CC(C5CC45)C3C2=O)CC1 (stereo not given)
  -0.1 | i | 37
Cc1cc(C)c(NC(=O)CNC(=O)c2ccc3c(=O)n4c(nc3c2)CCC4)c(C)c1
  0.4 | · | -5
CC(C)(C)OC(=O)N1CCC[C@H]1c1nnc(SCc2cccc(Cl)c2)o1
  0.3 | i | 14
CC1CCCCC1NC(=O)COC(=O)c1cc(=O)c2ccccc2o1 (stereo not given)
  -1.4 | i | 20
Cn1nc(-c2ccccc2)c(N2CCCCC2)cc1=O
  -1.2 | i | 23
O=C(Nc1nnc(C(F)(F)F)s1)C1COc2ccccc2O1 (stereo not given)
  0.3 | i | 68
O=C(CN(Cc1ccccc1)S(=O)(=O)c1ccc(F)cc1)NCc1ccccn1
  -0.2 | i | 6
COc1cc(C(=O)OCC2CC(c3ccccc3)=NO2)cc(OC)c1OC (stereo not given)
  5.6 | i | 20
COc1ccc(-n2c(C)c([N+](=O)[O-])c3ccc(O)c(CN4CCCCC4)c32)cc1
  0.1 | i | 24
COC(=O)[C@@H](NCc1cccc(CN([C@H](C(=O)OC)C(C)C)S(C)(=O)=O)c1)C(C)C
  0.2 | i | 59
Cc1cc(C)c2nc(C(F)(F)F)nc(NCCCN3CCOCC3)c2c1
  -0.5 | i | 7
O=C1CCN(Cc2ccccc2)C=C1c1ccc(C(F)(F)F)cc1
  -1.9 | · | 6
O=C(CN1CCCC1)OCCCc1ccccc1
  -0.4 | i | 8
Clc1ccccc1-c1nc(N/N=C/c2cccnc2)c2ccccc2n1
  0.0 | i | 22
COc1ccc(N2CCN(C(=O)CCCCCn3c(=O)[nH]c4ccsc4c3=O)CC2)cc1
  -1.0 | i | 21
CC(=O)c1ccc(N(C(=O)c2csnn2)C(C(=O)NC(C)(C)C)c2cccs2)cc1 (stereo not given)
  -1.1 | i | 0
CCN(CC)C(=O)CN(c1ccc(Cl)cc1)S(=O)(=O)c1ccccc1
  0.2 | i | 11
O=C(O)c1cc(N2CCOCC2)nc2ccccc12
  -1.0 | i | 10

The list continues:
Sequence of screens: STK33 kinase inh | KCNQ2 block | OX1R antag
CCOc1ccc(OCC)c(NC(=O)c2ccc(CNc3c(N4CCCC4)c(=O)c3=O)cc2)c1
  -1.5 | i | 8
N#Cc1ccccc1S(=O)(=O)N1CCN(c2cnccn2)CC1
  0.4 | i | 26
CC(C)c1ccc(/C=C2\C(=O)N(CCN3CCOCC3)C(=S)N2C)cc1
  -0.6 | i | 20
O=C(NNC(=O)c1cccnc1)Nc1cccc(Cl)c1Cl
  -0.8 | i | 11
CC(C)C(=O)Nc1nc2c(ncn2C2CC(O)C(CO)O2)c(=O)[nH]1 (stereo not given)
  -0.4 | i | 8
O=C(Nc1ccccc1)N1CCN(c2nc(-c3ccccc3)ns2)CC1
  -0.7 | i | 8
O=C(Cc1c[nH]c2ccccc12)N/N=C/c1ccccc1O
  1.4 | i | 18
Cn1c(=O)oc2cc(S(=O)(=O)N3CCC(N4CCCCC4)CC3)ccc21
  -2.3 | · | 16
C/C(=N\NC(=S)Nc1cccc(C)c1)c1cccc(N)c1
  0.1 | i | 24
NC(=S)N/N=C/c1coc2ccc(Cl)cc2c1=O
  -0.9 | i | 12
COc1ccccc1N=Nc1nc(-c2ccccc2)c(-c2ccccc2)[nH]1
  3.2 | i | 66*
CN(c1ccccc1)S(=O)(=O)c1ccc(C(=O)NCC2CCCO2)cc1 (stereo not given)
  -0.1 | i | 8
CCC(NC(=O)Nc1ncccc1C)(C(F)(F)F)C(F)(F)F
  1.4 | i | 5
Cc1cc(C(=O)COc2ccc([N+](=O)[O-])cc2)c(C)n1C1CC1
  -1.6 | i | 23
CCOC(=O)C1C(C(=O)OCC)C1(c1ccccc1)c1ccccc1 (stereo not given)
  -1.2 | i | 23
Cc1ccc(C(=O)Nc2ccccc2C(=O)N2CCOCC2)cc1[N+](=O)[O-]
  -0.5 | i | 28
Cc1ccccc1[C@@]1(C)ON(c2ccccc2C(F)(F)F)C1=O
  -0.5 | · | 15
O=C(COc1ccc(Cl)cc1Cl)NNC(=O)c1cccnc1
  -0.2 | i | 15
CCc1cccc(CC)c1NC(=O)/C(C#N)=C/c1ccccc1C(F)(F)F
  -0.3 | i | 23
CN(C)c1nc(N)nc(CSc2nnnn2-c2ccc(C(=O)O)cc2)n1
  -1.3 | i | 5

Entries from the list above with a nitro group on carbon, in the order listed:
Sequence of screens: STK33 kinase inh | KCNQ2 block | OX1R antag
COc1ccc(-n2c(C)c([N+](=O)[O-])c3ccc(O)c(CN4CCCCC4)c32)cc1
  0.1 | i | 24
Cc1cc(C(=O)COc2ccc([N+](=O)[O-])cc2)c(C)n1C1CC1
  -1.6 | i | 23
Cc1ccc(C(=O)Nc2ccccc2C(=O)N2CCOCC2)cc1[N+](=O)[O-]
  -0.5 | i | 28

(further entries)
Sequence of screens: STK33 kinase inh | KCNQ2 block | OX1R antag
Cc1occc1C(=O)Nc1cccc([N+](=O)[O-])c1
  -0.9 | i | 13
Fc1ccc(-c2nc3n(n2)Cc2ccccc2-3)cc1
  -1.7 | i | 24
O=C(COc1ccc(Cl)cc1)Nc1nc(-c2ccncc2)cs1
  -1.7 | i | 15
Cc1ccc(N2C(=O)CSC2c2cccs2)cc1 (stereo not given)
  -0.4 | i | 9
COc1cc(OC)c(NC(=O)c2sc3ncn(CC(=O)N4CCOCC4)c(=O)c3c2C)cc1Cl
  -1.0 | i | 1
Cc1ccc(C(=O)Nc2cc(C)nn2CCC#N)cc1
  -0.2 | i | 2
COC(=O)c1[nH]nc2c1C(=O)N(Cc1ccccc1)C2=O
  -1.4 | i | 24
COc1ccccc1Oc1ccc(NC(=O)c2ccccc2)cc1
  -1.9 | i | 11
O=C(Nc1ccc(F)c(S(=O)(=O)N2CCOCC2)c1)C1CCCCC1
  -0.8 | · | 3
COC(=O)c1cccc(S(=O)(=O)N2CCCC2)c1
  0.0 | i | 3
COCCN(Cc1nc(-c2ccc(C(F)(F)F)cc2)no1)C(C)C
  -0.8 | i | -3
COc1cccc(CNC(=O)C2CCCN(c3ncnc4c3nc3n4CCCCC3)C2)c1 (stereo not given)
  1.7 | i | 17
COc1ccc(NC(=O)Nc2cccc3c2O[C@H](CN(C)Cc2ccc(-c4ccccc4)cc2)[C@@H](C)CN([C@H](C)CO)C3=O)cc1
  -1.2 | · | 2
CCOCCSC1=C(C#N)C(c2cccs2)C(C(C)=O)=C(C)N1 (stereo not given)
  -1.7 | i | 23
O=C(Cc1ccc(Cl)cc1)OCC(=O)c1ccc[nH]1
  0.1 | · | 8
CCOC(=O)c1ccc(-c2ccc(/C=C(\C#N)C(=O)NCc3cccs3)o2)cc1
  -1.4 | · | 8
COc1ccc(C(CNC(=O)c2ccc(-c3ccccc3Cl)o2)N2CCOCC2)cc1 (stereo not given)
  -1.1 | i | 23
Cc1cccc(NS(=O)(=O)c2ccc(C(=O)NCC3(N4CCCCC4)CCCCC3)cc2)c1C
  -1.1 | i | 11
CC(=O)c1cccc(N(C(=O)CNC(=O)c2ccco2)C(C(=O)NC2CCCC2)c2ccc(C)o2)c1 (stereo not given)
  -0.1 | i | 11
CCCCn1c(NC(=O)c2ccccc2Cl)c(C#N)c2nc3ccccc3nc21
  -0.1 | i | 59*

A stretch from further up:
Sequence of screens: STK33 kinase inh | KCNQ2 block | OX1R antag
Cc1occc1C(=O)Nc1cccc([N+](=O)[O-])c1
  -0.9 | i | 13
Fc1ccc(-c2nc3n(n2)Cc2ccccc2-3)cc1
  -1.7 | i | 24

(cont.)
Sequence of screens: STK33 kinase inh | KCNQ2 block | OX1R antag
CN(CC(=O)Nc1cccc(C#N)c1)Cc1ccc(Cl)cc1
  0.3 | i | 18
Cc1csc(NC(=O)c2cccc(S(=O)(=O)N3CCCCC3)c2)n1
  0.2 | i | 13
CCc1ccc(NC(=O)CSc2nnc(SCC(=O)Nc3ccc(CC)cc3)n2N)cc1
  -1.4 | i | 9
Cc1nn(-c2ccccc2)c(C)c1NC(=O)COC(=O)c1ccc(O)cc1O
  0.1 | i | ·
C=CCNC(=O)c1cc(Cl)ccc1Cl
  -0.9 | i | 17
N#CC1(NC(=O)CSc2nnc(Nc3ccccc3F)s2)CCCC1
  -1.9 | · | 3
CCOC(=O)C1(C)C=C(Nc2ccc(OCC)cc2)C(=O)N1c1ccccc1 (stereo not given)
  0.8 | i | 5
CCCCN1CC[C@H]2C=CC[C@@H](C(=O)Nc3nccs3)[C@H]2C1=O
  -0.2 | i | 26
N#CC(c1ccccc1)c1ccc(C(=O)c2ccc(F)cc2)cc1 (stereo not given)
  1.0 | i | 14
CC(Oc1cccc(F)c1)C(=O)Nc1ccc(N2CCOCC2)cc1 (stereo not given)
  -0.2 | · | 3
Cc1cc2ccccc2n1CCNC(=O)c1ccc(S(=O)(=O)N2CCOCC2)cc1
  -0.6 | i | 4
Cn1ncc2c(N3CCN(c4ccc(Cl)c(Cl)c4)CC3)ncnc21
  1.2 | i | 35
N#Cc1cccc(NC(=O)CN2NS(=O)(=O)c3ccccc3C2=O)c1
  -1.1 | i | 9
CC(C)[C@H](NC(=O)c1ccco1)C(=O)OCC(=O)Nc1ccc(F)cc1
  -2.8 | i | 30
Cc1ccc(-n2c(C)cc(C(=O)CSc3n[nH]c(N)n3)c2C)cc1
  0.9 | i | 6
Cc1ccc(SCCC(=O)N2CCC(C(N)=O)CC2)cc1
  0.3 | i | 18
Cc1cc(C)c(CN2CCN(C(=O)Cn3cnc4c(OCc5ccccc5)ncnc43)CC2)c(C)c1
  0.7 | · | 12
O=C(NCCc1ccccc1)C1CCC(CNS(=O)(=O)c2cccs2)CC1 (stereo not given)
  -0.8 | i | 6
O=C(CSc1nnc(CNC(=O)c2c(F)cccc2Cl)o1)NC1CCCC1
  0.1 | i | 4
O=C(Cn1c2ccccc2c2nc3n(c(=O)c21)CCS3)N1CCCC1
  -1.8 | i | 37

Part of the list above, reformatted:
| STK33 kinase inh | KCNQ2 block | OX1R antag | SMILES |
| --- | --- | --- | --- |
| -0.9 | i | 12 | NC(=S)N/N=C/c1coc2ccc(Cl)cc2c1=O |
| 3.2 | i | 66* | COc1ccccc1N=Nc1nc(-c2ccccc2)c(-c2ccccc2)[nH]1 |

Next structures follow.
Sequence of screens: STK33 kinase inh | KCNQ2 block | OX1R antag
NS(=O)(=O)c1cccc(NC(=O)CCC(=O)c2cccs2)c1
  -1.0 | i | -5
Cc1cc(C)nc(SCC(=O)Nc2nccs2)n1
  -1.8 | i | 12
FC(F)Sc1ccc(NC2=NCCCCC2)cc1
  -2.4 | i | 12
CCOC(=O)C1CCCN(c2c(NCCCN(C)c3ccccc3)c(=O)c2=O)C1 (stereo not given)
  0.6 | i | 10
COc1ccc(C(=O)N/C(=C\c2cn(S(=O)(=O)N(C)C)c3ccccc23)C(=O)NCCN2CCOCC2)cc1
  -3.3 | i | 5
COCc1nnc(NC(=O)CSc2ccccc2)s1
  -0.3 | i | 13
O=C(COC(=O)c1cc(Br)ccc1O)NNC(=O)c1cccs1
  -0.5 | · | -3
Fc1ccc(-n2c(-c3ccco3)n[nH]c2=S)cc1
  -0.3 | i | ·
Cc1cc(=O)[nH]c(SCC(=O)NNC(=O)Cc2ccccc2)n1
  -1.1 | i | 8
CCN(Cc1ccccc1)Cc1ccc(OCc2ccccc2)cc1
  -0.2 | i | 3
Cc1ccc(OCCCCN(C)Cc2ccccc2)c(Br)c1
  -0.4 | i | 11
CN(C)Cc1n[nH]c(=O)c2ccccc12
  -1.5 | i | -1
O=C(NCCCc1ccccc1)Nc1ccccc1
  0.5 | i | 9
CC(C)CCn1c(COc2ccccc2)nn(CCC#N)c1=S
  -0.8 | i | 7
C[C@@H]1CCCCCCCCC(=O)OCCN(C(=O)OC(C)(C)C)[C@H](C)CCCCCCCCC(=O)OCCN(C(=O)OC(C)(C)C)[C@H](C)CCCCCCCCC(=O)OCCN(C(=O)OC(C)(C)C)[C@H](C)CCCCCCCCC(=O)OCCN1C(=O)OC(C)(C)C
  1.0 | · | 3
CC(C)CC(NC(=O)/C(=C\c1ccco1)NC(=O)c1ccco1)C(=O)O (stereo not given)
  -2.0 | i | 13
CCCCC(=O)N(c1ccc(C)c(C)c1)C1C=CS(=O)(=O)C1 (stereo not given)
  0.0 | i | 15
O=C(CCc1nnc(COc2ccccc2)o1)NCc1ccccc1
  -0.4 | i | 0
CC(=O)N1CCCc2cc(S(=O)(=O)N3CCCC(C(=O)NCc4ccc(Cl)cc4)C3)ccc21 (stereo not given)
  -1.6 | i | 10
Cn1c(=O)[nH]c(=O)c2c1nc(N1CCCCCC1)n2CCSc1nc2ccccc2[nH]1
  -2.3 | i | 23

OX1R antag, what is marked active above.
Sequence of screens: STK33 kinase inh | KCNQ2 block | OX1R antag
COc1ccccc1N=Nc1nc(-c2ccccc2)c(-c2ccccc2)[nH]1
  3.2 | i | 66*
CCCCn1c(NC(=O)c2ccccc2Cl)c(C#N)c2nc3ccccc3nc21
  -0.1 | i | 59*

The results go on:
Sequence of screens: STK33 kinase inh | KCNQ2 block | OX1R antag
O=C(Nc1nn(Cc2ccc(Cl)cc2)cc1Br)c1ccc(COc2ccccc2Cl)o1
  0.2 | i | 19
COc1ccc(NC(=O)C2C3C=CC(C3)C2C(=O)NCc2ccco2)c(OC)c1 (stereo not given)
  -11 | i | 18
CCN1C(C)=C(C)S/C1=C1\SC(=S)N(NC(C)=O)C1=O
  0.4 | i | 37
COc1ccc(/C=N/Nc2nnc(Cc3ccc(OC)c(OC)c3)c(=O)[nH]2)cc1
  0.2 | i | 6
Cc1ccc(NC(=O)N(C2CCCCC2)C(C)c2cccnc2)cc1C (stereo not given)
  -0.1 | i | 11
CCCc1ccc(OCC(=O)NNC(=S)NC(=O)c2ccco2)cc1
  -0.4 | i | 2

Source: PubChem BioAssay

Rows were taken by chance. About 2.7% of those tested had a hit in this group.
